LGR2 antag: inhibitors of bursicon-induced Drosophila LGR2 receptor cAMP signaling | actives 0.35% (n = 380,000) | inhibition, % at 9.99 µM | AID 720647 | HEK293 LGR2, CRE-luciferase, bursicon-stimulated, 4 h;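 active = drop in luminescence signal, shown as inhibition above about 50% in the replicate tests, limit read from the data, passing the limit was not always enough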;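 note: agonist challenge used bursicon conditioned medium at about half maximal strength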
Statin myotox sup: suppression of simvastatin myotoxicity; AID 602340; rescue of ATP level, % at 7.49 µM; actives 0.78% (n = 330,000); C2C12 myotubes + simvastatin, ATP luminescence, 48 h; scaled: DMSO 0, geranylgeraniol control 100;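 active = mean ATP rescue above about 67%, or every replicate alone reaching that limit, limit read from the data, passing the limit was not always enough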;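 note: myotubes were challenged with 10 µM simvastatin during compound exposure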
XiGFP reactiv: reactivates the inactive X chromosome in mouse fibroblasts; XiGFP mouse fibroblasts, % GFP-positive cells imaging, 3 d; cells co-treated with 5-aza-dC sensitizer; scaled so ellipticine positive control = 100%; actives 0.055% (n = 360,000); activation, % at 7.58 µM;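 active = mean normalized replicate activation at least 10% and every replicate at or above 10%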;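 note: 0% = median of on-plate neutral control wells and 100% = ellipticine 6 µM median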
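assay system = SV40-immortalized XiGFP fibroblast cells, line 68-5-11 | buffer or medium = DMEM plus 5-aza-dC sensitizer | doses = single-point pinned compound dosing | times = 3-day compound exposure, then 15 min fixation at room temperature | benchmarks = positive control ellipticine, 6 µM final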
PGC1a acetyl inh: lowers PGC1a acetylation signal in U2OS cells; AlphaScreen anti-acetyl-lysine; with virally co-expressed GCN5 acetyltransferase; inhibition, % at 15.6 µM; actives 0.17% (n = 350,000); AID 651687;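 active = every replicate shows inhibition of at least 40%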;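 note: 0% = neutral control wells and 100% = positive control wells; some results beyond the cut were filed as inactive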
SIRT5 block: inhibitors of human sirtuin-5 desuccinylase; Q9NXA8; Purified SirT5, succinyl-peptide AMC, trypsin-coupled fluorescence; inhibition, % at 15 µM; actives 1.1% (n = 330,000); AID 652115; in the data active = inhibition above about 15%
S100A4 MyoIIA: S100A4-myosin IIA interaction inhibition; actives 0.14% (n = 360,000); inhibition, % at 10.7 µM; S100A4/TAMRA-MyoIIA peptide fluorescence polarization; AID 652163; P26447;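 active = mean inhibition of at least 70% across replicates, with every replicate also reaching that level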
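Test system: S100A4 monomer protein. Medium: HEPES buffer with Ca2+, pH 7.2. Reagent: fluorescent myosin IIA peptide, 5 nM. Compound dosing: single-point compound testing. Timing: 5 min between mix addition and reading. Benchmarks: DMSO neutral and TFP positive wells.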
ERAP1 inh: ERAP1 (human) enzyme inhibition | AID 652197 | Q9NZ08 | recombinant ERAP1, Leu-AMC fluorescence, 60 min | inhibition, % at 10.7 µM | actives 0.15% (n = 340,000);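 active = mean replicate inhibition of at least 30%, or all replicates individually reaching that 30% level; inactive = mean below 30% and not every replicate reaching it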;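 note: 0% = neutral control wells and 100% = L-leucinethiol positive control wells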
Target sequence (Q9NZ08 whole entry, looked up): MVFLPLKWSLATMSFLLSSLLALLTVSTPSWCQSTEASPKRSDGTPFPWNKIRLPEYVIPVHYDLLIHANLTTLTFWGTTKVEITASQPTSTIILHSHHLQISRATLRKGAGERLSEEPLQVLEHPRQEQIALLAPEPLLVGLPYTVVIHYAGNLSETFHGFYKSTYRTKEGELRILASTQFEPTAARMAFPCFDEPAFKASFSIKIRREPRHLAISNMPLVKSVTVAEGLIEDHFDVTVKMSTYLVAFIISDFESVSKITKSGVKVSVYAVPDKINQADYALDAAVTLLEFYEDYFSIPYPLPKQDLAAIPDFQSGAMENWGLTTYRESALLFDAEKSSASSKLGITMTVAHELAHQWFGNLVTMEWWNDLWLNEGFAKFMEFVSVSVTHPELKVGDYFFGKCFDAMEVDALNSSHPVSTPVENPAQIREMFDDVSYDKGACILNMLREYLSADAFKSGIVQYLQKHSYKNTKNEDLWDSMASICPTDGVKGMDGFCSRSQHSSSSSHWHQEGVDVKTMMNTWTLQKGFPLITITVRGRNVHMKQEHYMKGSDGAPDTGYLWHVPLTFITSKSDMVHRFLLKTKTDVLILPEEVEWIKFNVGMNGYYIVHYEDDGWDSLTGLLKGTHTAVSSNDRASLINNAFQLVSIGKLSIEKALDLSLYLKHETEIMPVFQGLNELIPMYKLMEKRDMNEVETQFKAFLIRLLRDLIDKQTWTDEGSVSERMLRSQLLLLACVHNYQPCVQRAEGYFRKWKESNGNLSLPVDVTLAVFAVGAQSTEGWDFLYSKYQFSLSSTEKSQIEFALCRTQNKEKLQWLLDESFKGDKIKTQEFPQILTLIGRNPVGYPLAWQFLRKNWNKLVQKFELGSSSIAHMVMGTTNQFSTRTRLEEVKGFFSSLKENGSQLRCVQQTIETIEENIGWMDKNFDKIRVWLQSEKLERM
Cneo AK release: Cryptococcus neoformans lysis via adenylate kinase release. lysis activity, % at 15 µM. actives 0.2% (n = 360,000). C. neoformans lysis, adenylate kinase release luminescence, 4 h; normalised: neutral wells 0, clomiphene wells 100;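 active = mean lysis activity across replicates of at least 80%, whatever share of replicates individually reach that level; inactive = mean lysis activity below 80%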
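Material – Cryptococcus neoformans yeast cells · Quantity – 5 × 10^6 yeast cells/mL · Buffer or medium – YPD medium · Compound – single dose · Timing – 4 h static compound exposure, 37 °C, read 1 h post-reagent · Signal – adenylate kinase release luminescence · Read-out basis – lysis from increased AK signal · Benchmarks – Clomiphene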
Active calls of the source: *; x = not tested or not shown; & = joins results of further samples.

SMILES	LGR2 antag	Statin myotox sup	XiGFP reactiv	PGC1a acetyl inh	SIRT5 block	S100A4 MyoIIA	ERAP1 inh	Cneo AK release
CCOC(=O)C1(CCOC)CCN(Cc2ccccc2-c2ccco2)CC1	8	-8	0.0	-11	1	-4	-3	x
C[C@H](CO)N1C[C@H](C)[C@H](CN(C)S(C)(=O)=O)Oc2ncc(C#CCN(C)C)cc2C1=O	7	-1&-8	-0.3	-3&23	1&-4	0&2	-2&0	-1&-2
Cc1ccc(C(=O)ONC(=O)c2ccc(Cl)cc2)cc1[N+](=O)[O-]	-5	9	-0.1	x	-5	9	0	-1
Cc1ccc(OCC(=O)N2CCCC(CCC(=O)N(C)CCc3ccccn3)C2)cc1 (centres undefined)	8	-4	0.1	-4	-2	-3	-2	0
CCCNC(=O)N1[C@H](C#N)[C@@H](c2ccccc2-c2ccccc2F)[C@H]1CO	-49	x	0.0	-7	-5	10	-1	x
CC1CCC(C(C)C)C(=O)/C1=C/c1ccc(N)cc1 (centres undefined)	-94	22	0.0	2	-1	-9	1	-1
COc1ccc(Cc2nc3ccc(C(=O)N4CCC[C@H]4CO)cc3o2)cc1	7	x	0.1	-2	-8	-5	1	-6
O=C(Cn1cnc2ccccc21)Nc1ccc(F)c(F)c1	-4	1	0.0	-4	-5	1	-1	1
O=C(Nc1ccccc1)N1CC(=O)N2[C@@H](CO)[C@@H](c3ccc(C#CC4CCCC4)cc3)[C@@H]2C1	-2	x	0.3	x	4	4	0	x
C[C@@H]1CN([C@@H](C)CO)S(=O)(=O)c2ccc(C#CCN(C)C)cc2O[C@@H]1CN(C)Cc1ccccc1F	-1	-29	-0.2	-13	3	4	1	0
Cc1cccc(N/C(N)=N/c2nc(C)cc(=O)[nH]2)c1	-19	x	0.0	0	-6	2	-8	x
CCn1cnc2cc(NC(=O)COc3ccc(C)cc3)ccc21	-7	16	0.0	-2	-6	-6	2	0
CCOC(=O)C(=O)N(C)c1c(CC)nc2c(OCc3ccccc3)cccn12	16	-4	0.0	x	x	7	3	-1
CC(=O)Nc1c(NC(C)(C)C)c2ccccc2oc1=O	-10	x	0.3	-4	-6	-2	4	x
O=C(Nc1ccc(OCC(=O)N2CCOCC2)cc1)c1ccccc1F	22	x	0.0	9	0	-6	-3	-2
CCCOc1ccc(N2C(=O)CC(N3CCN(c4ccccc4F)CC3)C2=O)cc1 (centres undefined)	-12	1	x	x	-1	-1	-2	0
CN(C)C(=O)c1cccc(-c2ccc3c(c2)[C@@H]2[C@@H](CCN2C(=O)C2CCC2)[C@@H](CO)N3)c1	-10	x	0.1	x	0	-3	0	x
O=C(NCc1ccco1)c1ccc(S(=O)(=O)N2CCCCC2)cc1	x	x	0.0	x	-4	-6	-3	x
CCN(CC)C(=O)C1=C(C)N(CCC2=CCCCC2)C(=O)C(CC(=O)NC(c2ccccc2)c2ccccc2)C1 (centres undefined)	-3	-3	0.1	-6	7	0	x	1
CN=C(c1ccc(C)cc1)n1c(=S)nc(-c2ccc(C)cc2)n(C)c1=S	-71	4	0.0	17	-3	-3	8	-8
CCOc1ccc(OCC(=O)Nc2cc3c(cc2C(=O)O)OCCCO3)cc1	-8	1	0.1	x	-2	0	4	1
Cc1ccc(SCC(=O)Nc2ccc3c(c2)C(=O)N(C)C3=O)cc1	12	3	0.0	-6	-2	-3	1	4
O=C(NCC1COc2ccccc2O1)c1ccc(Cl)c(S(=O)(=O)N2CCOCC2)c1 (centres undefined)	-16	3	0.3	1	0	-8	-1	1
CC(C)N(Cc1cn(C)nc1-c1cccc(Cl)c1)CC1CCC(=O)N1 (centres undefined)	-17	12	-0.1	2	1	6	0	5
CNC(=O)C[C@@H]1CC[C@H]2[C@@H](COC[C@@H](O)CN2Cc2ccccc2F)O1	6	-4	0.0	1	-2	2	0	4
CCc1sc(NC(C)=O)nc1-c1ccccc1	-16	0	0.1	-12	-8	-2	-3	-1
Nc1[nH]c(C(=O)c2ccccc2)c(-c2ccc(Br)cc2)c1C(=O)c1ccccc1	0	x	0.1	x	1	-1	-1	x
O=C1NC(=O)C(c2ccc(Cl)cc2)N1 (centres undefined)	13	-3	0.0	-2	-3	-2	0	-1
COCC1CCN(Cc2cn(C)nc2-c2cccc(Cl)c2)C1 (centres undefined)	-25	-1	0.0	1	0	-3	5	-2
COc1cccc(/C=C/C(=O)OC(C)C(=O)Nc2c(C)n(C)n(-c3ccccc3)c2=O)c1 (centres undefined)	11	x	1.3	x	-3	-9	-12	x

In the list so far, 2 contain an aryl methoxy group:
SMILES	LGR2 antag	Statin myotox sup	XiGFP reactiv	PGC1a acetyl inh	SIRT5 block	S100A4 MyoIIA	ERAP1 inh	Cneo AK release
COc1ccc(Cc2nc3ccc(C(=O)N4CCC[C@H]4CO)cc3o2)cc1	7	x	0.1	-2	-8	-5	1	-6
COc1cccc(/C=C/C(=O)OC(C)C(=O)Nc2c(C)n(C)n(-c3ccccc3)c2=O)c1 (centres undefined)	11	x	1.3	x	-3	-9	-12	x

Continuation:
SMILES	LGR2 antag	Statin myotox sup	XiGFP reactiv	PGC1a acetyl inh	SIRT5 block	S100A4 MyoIIA	ERAP1 inh	Cneo AK release
C[C@H](O)C#Cc1ccc2c(c1)O[C@@H](CN(C)Cc1cccnc1)[C@@H](C)CN([C@@H](C)CO)S2(=O)=O	-10	-4	0.1	10	0	-5	-3	-4
COc1cc(/C=C/C(=O)N(C)CC(=O)Nc2ccccc2Br)cc2c1OCCO2	-8	8	-0.1	x	11	4	-3	-1
CCOc1ccc(S(=O)(=O)Nc2cccc(C(=O)NCCCN3CCCC3=O)c2)cc1	-12	13	-0.1	-1	-2	2	-2	0
Cc1ccc(-c2nc3ccc(Cl)cn3c2Cc2cccc(F)c2)cc1	-72	-3	-0.2	-7	1	-2	-3	2
COc1ccc2c(c1OC)C(=O)OC2n1c(O)c(N=NC(C)=O)c2ccccc21 (centres undefined)	0	-3	-0.2	2	3	-8	-4	0
Cc1ccc(C(=O)NNC(=O)c2ccoc2C)s1	-16	-9	0.2	1	0	-2	-1	1
C=CCN(c1ccccc1)S(=O)(=O)c1cc2c(cc1C)NC(=O)CO2	8	5	0.1	-7	-3	7	2	-2
Cn1c(-c2ccsc2)c(-c2cccs2)c2cc(-c3ccc4cc[nH]c4c3)ccc21	-10	-147	-0.1	x	x	16	1	-1
COc1ccc(OCC2CCNCC2)cc1	-13	11	0.3	7	-4	6	5	0
COc1ccc2c3c(n(C)c2c1)[C@@H](CO)N(CC1CCCC1)CC31CCN(C(=O)Nc2ccccc2)CC1	6	x	0.2	-8	11	-12	5	x

2 records picked at random from those above, as already listed:
SMILES	LGR2 antag	Statin myotox sup	XiGFP reactiv	PGC1a acetyl inh	SIRT5 block	S100A4 MyoIIA	ERAP1 inh	Cneo AK release
CCOc1ccc(S(=O)(=O)Nc2cccc(C(=O)NCCCN3CCCC3=O)c2)cc1	-12	13	-0.1	-1	-2	2	-2	0
Cc1ccc(-c2nc3ccc(Cl)cn3c2Cc2cccc(F)c2)cc1	-72	-3	-0.2	-7	1	-2	-3	2

Continuation.
SMILES	LGR2 antag	Statin myotox sup	XiGFP reactiv	PGC1a acetyl inh	SIRT5 block	S100A4 MyoIIA	ERAP1 inh	Cneo AK release
COc1ccccc1NC(=O)N[C@@H]1CC[C@@H](CCNS(=O)(=O)c2ccccc2)O[C@H]1CO	-2	-2	-0.6	-2	0	-5	0	-1
O=C(Nc1ccc(C(=O)N2CCN(c3ccccc3)CC2)cc1)C1=CSCCO1	6	2	0.0	-1	0	-4	1	2
CCc1ccc(N=C2NC(=O)CS2)cc1	-4	-10	0.1	-6	0	-2	x	2
CCNC(=O)[C@@H]1[C@@H](CO)[C@@H]2Cn3c(ccc(-c4ccccc4)c3=O)[C@@H]2N1Cc1cc(F)ccc1F	2	46	0.3	x	-9	-3	-1	1
CCn1c(=O)n(CC)c2cc(N3CCCC3)c(NC(=O)c3cc(Cl)ccc3OC)cc21	5	-111	0.2	0	-7	-7	-1	3
CC[C@H](C)[C@H]1CNC(=S)N1CC1CCN(CCC23CC4CC(CC(C4)C2)C3)CC1	-13	-1	0.1	-7	x	-10	x	2
COC(=O)CCCCCN1C(=O)/C(=C\c2ccncc2)SC1=S	5	x	0.2	-12	-2	-3	x	x
CSC1=NCCN1C(=O)COc1ccccc1	-3	-2	0.0	7	x	2	3	-1
O=C(C[C@H]1C=C[C@@H](NC(=O)c2ccc3c(c2)OCO3)[C@@H](CO)O1)NCc1ccc(F)cc1	-9	x	-0.1	x	0	6	-1	x
N#Cc1ccc(-c2ccc([C@@H]3[C@@H](CO)N4C(=O)CNC[C@@H]34)cc2)cc1	3	x	0.0	-2	-3	-5	-1	x
Cc1onc(-c2ccccc2)c1C(=O)N1CCN(Cc2ccccc2)CC1	-8	17	0.3	x	-4	3	0	-1
COC(=O)CCCC1=CC2=CC(=O)C(C)(OC(=O)c3cccs3)C(=O)C2=CN1Cc1ccc2c(c1)OCO2 (centres undefined)	9	13	-0.3	0	-3	1	1	-1
COc1ccc(NC(=O)Nc2ccc3c(c2)CC(=O)N([C@H](C)CO)C[C@H](C)[C@@H](CN(C)S(C)(=O)=O)O3)cc1	19	-10	0.0	-6	1	3	-2	2
O=C(NCC[C@@H]1CC[C@H](NC(=O)c2cccnc2)[C@@H](CO)O1)Nc1ccc(F)cc1	-11	2	-0.1	7	-1	1	1	11

3 structures from above, sorted by length of the SMILES, ascending:
SMILES	LGR2 antag	Statin myotox sup	XiGFP reactiv	PGC1a acetyl inh	SIRT5 block	S100A4 MyoIIA	ERAP1 inh	Cneo AK release
O=C(NCC[C@@H]1CC[C@H](NC(=O)c2cccnc2)[C@@H](CO)O1)Nc1ccc(F)cc1	-11	2	-0.1	7	-1	1	1	11
O=C(C[C@H]1C=C[C@@H](NC(=O)c2ccc3c(c2)OCO3)[C@@H](CO)O1)NCc1ccc(F)cc1	-9	x	-0.1	x	0	6	-1	x
COc1ccc(NC(=O)Nc2ccc3c(c2)CC(=O)N([C@H](C)CO)C[C@H](C)[C@@H](CN(C)S(C)(=O)=O)O3)cc1	19	-10	0.0	-6	1	3	-2	2

High-throughput results as filed in PubChem BioAssay.

The list is partial. The share of hits here may be higher or lower than overall.
